Source: PubChem (Broad Institute)
ERp5 block = inhibitors of ERp5-driven insulin aggregation, primary screen, biochemical, turbidity, absorbance 650 nm, single point. 90 min. inhibition, % at 9.99 µM. 350,000 tested, 0.05% active;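 active = mean replicate inhibition above about 25%, with every replicate also reaching it, limit read from the data, passing the limit was not always enough; inconclusive = only one of those two criteria met; inactive = neither criterion met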
DENV2 CPE = inhibitors of DENV2 cytopathic effect, primary screen, cell-based, plate reader, single concentration; DENV2-infected cells, cytopathic effect rescue; CPE inhibition, % at 9.99 µM; 350,000 tested, 1.7% active; in the data active = CPE inhibition above about 20%, passing the limit was not always enough; inconclusive = no clear call, values can overlap the other calls; tested in BHK-21 cells;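 also: 0% = median of neutral control wells and 100% = median of positive control wells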
PglD DTNB = C. jejuni PglD acetyltransferase inhibitors, primary screen, biochemical, DTNB colorimetric, single point; UDP-N-acetylbacillosamine N-acetyltransferase PglD (Campylobacter jejuni); purified PglD enzyme, DTNB colorimetric CoA detection; inhibition, % at 12.5 µM; 360,000 tested, 0.098% active; in the data active = inhibition above about 16%, passing the limit was not always enough; inconclusive = no clear call, values can overlap the other calls; also: strong numbers were not always called active
E-sel inducer = E-selectin induction in HUVECs, primary screen, imaging, HUVEC, immunofluorescence imaging, single point | activation, % at 7.58 µM | 260,000 tested, 0.37% active | AID 686992, 2013 | normalized: neutral wells 0, TNF-alpha wells 100 | P16581;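 active = mean E-selectin-positive cell signal at least 10% of the positive control, reached in at least 60% of replicates, without over 20% cell loss; inconclusive = no rule given, readout overlaps actives, possibly toxicity-flagged; inactive = the rest, including those meeting only one limit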;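 also: in these data hits start at about 27%; measured in HUVEC primary endothelial cells; signal is the percent of cells scored E-selectin positive by PE staining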
Target sequence (P16581 whole entry, looked up): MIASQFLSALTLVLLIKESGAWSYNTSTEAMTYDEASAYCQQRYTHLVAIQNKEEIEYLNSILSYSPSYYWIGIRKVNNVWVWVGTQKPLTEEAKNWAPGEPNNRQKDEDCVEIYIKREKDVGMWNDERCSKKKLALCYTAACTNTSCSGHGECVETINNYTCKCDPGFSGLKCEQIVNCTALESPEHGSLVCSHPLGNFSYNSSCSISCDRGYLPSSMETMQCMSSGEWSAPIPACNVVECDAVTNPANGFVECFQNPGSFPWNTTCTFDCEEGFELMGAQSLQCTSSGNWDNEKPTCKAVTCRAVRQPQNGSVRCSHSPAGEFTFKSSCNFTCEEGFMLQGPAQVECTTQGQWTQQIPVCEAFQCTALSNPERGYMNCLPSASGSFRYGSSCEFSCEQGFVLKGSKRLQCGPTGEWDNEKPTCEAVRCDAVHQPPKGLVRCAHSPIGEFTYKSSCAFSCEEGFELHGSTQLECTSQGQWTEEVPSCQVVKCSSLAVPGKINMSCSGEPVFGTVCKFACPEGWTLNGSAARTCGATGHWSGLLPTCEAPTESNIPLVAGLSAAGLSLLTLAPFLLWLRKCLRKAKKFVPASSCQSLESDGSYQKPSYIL
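Material: HUVEC primary endothelial cells; Amount: 3,000 cells per well; Dosing: single concentration; Medium: EGM-2 growth medium on 0.1% gelatin-coated wells; Read-out basis: percent E-selectin-positive cells; Signal: immunofluorescence imaging; Control set: TNF-alpha, DMSO.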
S100A4 MyoIIA = inhibitors of S100A4-myosin IIA peptide binding, primary screen, biochemical, fluorescence polarization, TAMRA-MyoIIA peptide; Protein S100-A4 (Homo sapiens), P26447; inhibition, % at 10.7 µM; 360,000 tested, 0.14% active;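 active = mean inhibition of at least 70% across replicates, with every replicate also reaching that level; inconclusive = mean inhibition reaches 70% but some replicates fall short; inactive = mean inhibition below 70%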
Target sequence (P26447 whole entry, looked up): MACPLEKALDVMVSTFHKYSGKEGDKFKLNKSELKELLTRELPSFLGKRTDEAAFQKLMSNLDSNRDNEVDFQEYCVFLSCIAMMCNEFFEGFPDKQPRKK
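Assay system: human S100A4 monomer with TAMRA-labelled myosin IIA peptide / Buffer or medium: Calcium-containing HEPES buffer, pH 7.2 / Reagent: TAMRA-labelled myosin IIA heavy-chain peptide probe, 5 nM / Compound: one dose per compound / Timing: polarization read 5 min after assay mix addition, stable 5–60 min / Benchmarks: neutral control DMSO, positive control TFP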
SIRT5 block = SIRT5 desuccinylase inhibitors, primary screen, biochemical, fluorescence imaging, single point, set 5; NAD-dependent protein deacylase sirtuin-5, mitochondrial (Homo sapiens), Q9NXA8; Purified SirT5, succinyl-peptide AMC, trypsin-coupled fluorescence; inhibition, % at 15 µM; 330,000 tested, 1.1% active; AID 652115, 2013; in the data active = inhibition above about 15%; inconclusive = no clear call, values can overlap the other calls
C2C12 statin = suppressors of statin myotoxicity in C2C12 myotubes, primary screen, cell-based, single point, plate reader. C2C12 myotubes + simvastatin, ATP luminescence, 48 h; scaled: DMSO 0, geranylgeraniol control 100. rescue of ATP level, % at 7.49 µM. 330,000 tested, 0.78% active;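 active = mean ATP rescue above about 67%, or every replicate alone reaching that limit, limit read from the data, passing the limit was not always enough; inconclusive = no clear call, values can overlap the other calls; inactive = mean under the limit and some replicate under it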;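 also: myotubes were challenged with 10 µM simvastatin during compound exposure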
An asterisk follows results filed as active; ? = inconclusive; · = no result given; & = joins results of further samples; ! = a repeat was not active. This is a subset. The share of hits here may be higher or lower than overall.

SMILES | ERp5 block | DENV2 CPE | PglD DTNB | E-sel inducer | S100A4 MyoIIA | SIRT5 block | C2C12 statin
COc1ccccc1-c1ccccc1[C@@H]1[C@@H](C#N)N(C(=O)C2CCOCC2)[C@H]1CO | 0 | 7 | · | 0.0 | 8 | -3 | ·
Cc1nc2ccccc2c2oc(C(=O)Nc3ccc(C(C)C)cc3)cc12 | 5 | 9 | · | · | -4 | · | ·
CN1CCN(CCOc2ccc(Cc3ccccc3)cc2)CC1 | 2 | -6 | -4 | 0.1 | 1 | -4 | 2
COc1ccc(NC(=O)N2CCC(C(=O)c3ccc4c(c3)OCCO4)CC2)cc1 | 0 | -6 | -3 | 0.1 | 7 | -2 | -25
CN1CCN(C(=O)/C(=C/c2cn(S(=O)(=O)N(C)C)c3ccccc23)NC(=O)c2ccccc2)CC1 | -1 | 2 | · | -0.1 | -16 | -4 | -5
Cc1oc2c(C)c3oc(=O)c(CCC(=O)NCCCN4CCCC4=O)c(C)c3cc2c1C | 1 | 5 | 7 | · | -5 | · | 0
C/C(=N\Nc1ccc(S(=O)(=O)Nc2ccccc2)cc1[N+](=O)[O-])c1ccc(N2CCOCC2)cc1 | -7 | 6 | · | 4.2 | -5 | -6 | 19
C[C@H](CO)N1C[C@H](C)[C@@H](CN(C)S(=O)(=O)c2cccc(F)c2)Oc2cc(C#CCN(C)C)ccc2S1(=O)=O | -1 | 7 | -1 | 1.8 | -5 | 0 | -56
CC(C)c1cn(CC[C@@H]2CC[C@@H](NC(=O)C3CCC3)[C@@H](CO)O2)nn1 | 1 | -3 | 3 | 0.0 | 9 | 0 | -5
COc1ccc(CN(C)C(C)C(=O)Nc2ccc(S(=O)(=O)N3CCOCC3)cc2)c(OC)c1 (configuration not stated) | 3 | 1 | · | 5.9 | -3 | 17* | ·
Cc1cccc(-n2ccc(=O)c(C(=O)Nc3ccc(S(=O)(=O)Nc4onc(C)c4C)cc3)n2)c1 | 1 | -1 | 1 | · | -4 | 2 | 1
C[C@@H]1CN([C@H](C)CO)C(=O)c2cc(Br)cnc2O[C@@H]1CN(C)C(=O)C1CCOCC1 | -2&3&3 | -3&-14&13 | 1&0&-1 | 1.8&-0.1 | 36&7&-10 | 0&-1&0 | -3&5&-7
Cc1cccc(S(=O)(=O)N(C)C[C@H]2OCc3cnnn3CCCC(=O)N([C@H](C)CO)C[C@@H]2C)c1 | -1&-4 | ? | -2&-2 | -1.6&-0.1 | 14&15 | 21*! | 4&-10
CN(C)C(=O)C[C@@H]1CC[C@@H]2[C@@H](COc3ccc(NC(=O)C4CCC4)cc3C(=O)N2C)O1 | 9 | 1 | · | 0.5 | -2 | 2 | ·
COc1cc2c(cc1NC(=O)COC(=O)CNS(=O)(=O)c1ccc(C)cc1)oc1ccccc12 | -6 | 0 | · | 0.0 | -6 | -1 | ·
Cc1ccc(NC(=O)CCS(=O)(=O)c2ccc(Br)cc2)nc1 | 8 | 17 | 5 | -0.3 | -1 | -2 | ·
COCC#Cc1ccc2c(c1)O[C@@H](CN(C)C(=O)CN(C)C)[C@@H](C)CN([C@@H](C)CO)S2(=O)=O | 8 | -1 | -3 | 0.0 | 4 | 0 | -12
Cc1ccoc1C(=O)N1CCN(C(=O)c2occc2C)CC1 | 1 | -2 | 6 | 0.3 | -3 | -4 | 13
Cc1noc(C)c1NC(=O)N(C)C[C@H]1OCCCC[C@@H](C)Oc2ccc(NC(=O)Nc3ccc(F)cc3)cc2C(=O)N([C@H](C)CO)C[C@@H]1C | 1 | 4 | -2 | -0.3 | 4 | 1 | ·
O=C(NCc1ccco1)c1ccc2c(c1)N(Cc1ccccc1)C(=O)CS2=O (configuration not stated) | -3 | 7 | 3 | 0.2 | 0 | · | 0
C=C(C)COc1ccc(-c2nc(N)nc(C(F)(F)F)c2-c2ccc(OC)cc2)c(O)c1 | 2 | -2 | -1 | -1.7 | -9 | -4 | -10
Cc1c(C(=O)NCCSCc2cccc(C(F)(F)F)c2)cnn1-c1ccc(Cl)cc1 | · | 4 | -9 | · | -4 | -3 | 9
CCOC(=O)c1cnc2c(Cl)c(Cl)ccc2c1NCCN1CCOCC1 | -4 | 2 | -9 | 0.4 | -6 | -6 | -2
CC(Sc1nnc(-c2ccco2)n1C)C(=O)Nc1nccs1 (configuration not stated) | -7 | -8 | 3 | -0.1 | -2 | 1 | 1
Cc1cc(Cl)ccc1-c1cc2nc(NCCCN(C)C)n(C)c(=O)c2s1 | -2 | 9 | -6 | 0.4 | -2 | -2 | -1

Single records, as listed above. Order of values: ERp5 block | DENV2 CPE | PglD DTNB | E-sel inducer | S100A4 MyoIIA | SIRT5 block | C2C12 statin
Cc1ccoc1C(=O)N1CCN(C(=O)c2occc2C)CC1 is entered as 1 | -2 | 6 | 0.3 | -3 | -4 | 13
CC(C)c1cn(CC[C@@H]2CC[C@@H](NC(=O)C3CCC3)[C@@H](CO)O2)nn1 is entered as 1 | -3 | 3 | 0.0 | 9 | 0 | -5

Additional results.
SMILES | ERp5 block | DENV2 CPE | PglD DTNB | E-sel inducer | S100A4 MyoIIA | SIRT5 block | C2C12 statin
CN(C(=O)CC1C(=O)NCCN1Cc1ccc(F)c(F)c1)C1CCCCC1 (configuration not stated) | -8 | -1 | 1 | -0.1 | 0 | -1 | ·
CC1C(=O)OC2C1CCC1(C)CCC(=O)C(C)C21 (configuration not stated) | 1 | -4 | 1 | · | 2 | -4 | 3
Cc1cccc(C)c1-n1nnnc1C(c1ccnc2ccccc12)N1CCN(C(=O)OCc2ccccc2)CC1 (configuration not stated) | 1 | -8 | · | 0.0 | 2 | -1 | ·
Cc1nc(-c2ccc(S(=O)(=O)NCc3cccnc3)s2)cs1 | -1 | 4 | 3 | · | 0 | -3 | 8
N#Cc1ccc(Cl)cc1NC(=O)COC(=O)c1ccc(S(=O)(=O)N2CCCC2)cc1 | · | · | 2 | 9.0 | · | · | 7
CCCC(=O)N1CCN(c2ccc(NC(=O)c3cccs3)cc2Cl)CC1 | -7 | 0 | · | · | -2 | -1 | ·
NC(Cc1ccc(O)cc1)C(=O)NN=Cc1ccccc1O (configuration not stated) | -1 | 2 | · | -0.1 | -1 | · | ·

Some of these compounds in order of number of heavy atoms, smallest number first:
SMILES | ERp5 block | DENV2 CPE | PglD DTNB | E-sel inducer | S100A4 MyoIIA | SIRT5 block | C2C12 statin
CC1C(=O)OC2C1CCC1(C)CCC(=O)C(C)C21 (configuration not stated) | 1 | -4 | 1 | · | 2 | -4 | 3
Cc1ccc(NC(=O)CCS(=O)(=O)c2ccc(Br)cc2)nc1 | 8 | 17 | 5 | -0.3 | -1 | -2 | ·
Cc1cc(Cl)ccc1-c1cc2nc(NCCCN(C)C)n(C)c(=O)c2s1 | -2 | 9 | -6 | 0.4 | -2 | -2 | -1
CN(C(=O)CC1C(=O)NCCN1Cc1ccc(F)c(F)c1)C1CCCCC1 (configuration not stated) | -8 | -1 | 1 | -0.1 | 0 | -1 | ·
O=C(NCc1ccco1)c1ccc2c(c1)N(Cc1ccccc1)C(=O)CS2=O (configuration not stated) | -3 | 7 | 3 | 0.2 | 0 | · | 0
Cc1c(C(=O)NCCSCc2cccc(C(F)(F)F)c2)cnn1-c1ccc(Cl)cc1 | · | 4 | -9 | · | -4 | -3 | 9
C=C(C)COc1ccc(-c2nc(N)nc(C(F)(F)F)c2-c2ccc(OC)cc2)c(O)c1 | 2 | -2 | -1 | -1.7 | -9 | -4 | -10
COCC#Cc1ccc2c(c1)O[C@@H](CN(C)C(=O)CN(C)C)[C@@H](C)CN([C@@H](C)CO)S2(=O)=O | 8 | -1 | -3 | 0.0 | 4 | 0 | -12
Cc1cccc(C)c1-n1nnnc1C(c1ccnc2ccccc12)N1CCN(C(=O)OCc2ccccc2)CC1 (configuration not stated) | 1 | -8 | · | 0.0 | 2 | -1 | ·
Cc1noc(C)c1NC(=O)N(C)C[C@H]1OCCCC[C@@H](C)Oc2ccc(NC(=O)Nc3ccc(F)cc3)cc2C(=O)N([C@H](C)CO)C[C@@H]1C | 1 | 4 | -2 | -0.3 | 4 | 1 | ·
